BoNT F protease: blocks Botulinum neurotoxin F light chain protease. inhibition, % at 10 µM. 360,000 compounds, 0.22% hits. Multiplex microsphere protease cleavage assay, flow cytometry; in the data active = inhibition above about 35%, passing the limit was not always enough; inconclusive = no clear call, values can overlap the other calls; note: plate controls were buffer without enzyme for full effect and enzyme alone for no effect
UGM FP inh: inhibitors of M. tuberculosis UDP-galactopyranose mutase | P9WIQ1 | purified UGM, fluorescence polarization probe displacement | inhibition, % at 10 µM | 320,000 compounds, 0.06% hits | AID 504406; in the data active = inhibition above about 10%, passing the limit was not always enough; inconclusive = no clear call, values can overlap the other calls
Target sequence (P9WIQ1 whole entry, looked up): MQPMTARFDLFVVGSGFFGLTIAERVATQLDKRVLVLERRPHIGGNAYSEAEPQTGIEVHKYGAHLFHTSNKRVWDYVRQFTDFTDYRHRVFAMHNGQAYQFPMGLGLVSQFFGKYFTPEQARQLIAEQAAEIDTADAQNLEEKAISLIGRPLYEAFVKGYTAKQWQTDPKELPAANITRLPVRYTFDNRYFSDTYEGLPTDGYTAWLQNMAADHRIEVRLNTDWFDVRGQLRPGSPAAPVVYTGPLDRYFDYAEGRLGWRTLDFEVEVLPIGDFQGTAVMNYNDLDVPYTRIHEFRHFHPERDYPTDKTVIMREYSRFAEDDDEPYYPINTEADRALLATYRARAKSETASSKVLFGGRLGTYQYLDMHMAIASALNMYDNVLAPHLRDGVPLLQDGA
PfHsp40 yeast: restores yeast growth despite PfHsp40 toxicity | 340,000 compounds, 0.68% hits | S. cerevisiae expressing PfHsp40, growth rescue, ATP luminescence | growth rescue, % at 12.5 µM; in the data active = growth rescue above about 28%, passing the limit was not always enough; inconclusive = no clear call, values can overlap the other calls;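 note: yeast W303a lacking pdr1 and pdr3 grown in galactose medium; growth measured after three days at 30 °C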
BioA inh: blocks M. tuberculosis BioA enzyme activity; purified M. tuberculosis BioA enzyme, plate reader; inhibition, % at 9.99 µM; 360,000 compounds, 0.096% hits; in the data active = inhibition above about 40%; inconclusive = no clear call, values can overlap the other calls
BoNT-A LC inh2: inhibitors of Botulinum neurotoxin A light chain protease; multiplex microsphere protease substrate cleavage, flow cytometry; inhibition, % at 10 µM; 360,000 compounds, 0.17% hits; AID 588499; note: plate controls were buffer without enzyme for full effect and enzyme alone for no effect
Anthrax LF prot: inhibitors of Bacillus anthracis lethal factor protease | P15917 | multiplex microsphere protease cleavage assay, LF | inhibition, % at 10 µM | 360,000 compounds, 0.12% hits | AID 588501; note: plate controls were buffer without enzyme for full effect and enzyme alone for no effect
GDH-TPI inh: inhibits GDH-TPI coupling enzymes, artifact for Mtb FBA screen. GDH-TPI coupled enzyme counterscreen, NADH absorbance. inhibition, % at 4.8 µM. AID 588335. 360,000 compounds, 1.2% hits; in the data active = inhibition above about 30%;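 note: 0% = DMSO wells and 100% = wells lacking the enzyme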
FadD28 FP inh: M. tuberculosis FadD28 bisubstrate binding inhibition; FadD28 bisubstrate probe binding, fluorescence polarization; 360,000 compounds, 0.22% hits; AID 588549; inhibition, % at 12.5 µM; in the data active = inhibition above about 8.5%, passing the limit was not always enough; inconclusive = no clear call, values can overlap the other calls
Mtb FBA inh: Mtb fructose-bisphosphate aldolase inhibition | inhibition, % at 1 µM | AID 588726 | P9WQA3 | purified M. tuberculosis FBA, fluorescence read-out | 360,000 compounds, 2.3% hits; in the data active = inhibition above about 27%;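 note: 0% = vehicle and 100% = reference inhibitor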
Target sequence (P9WQA3 whole entry, looked up): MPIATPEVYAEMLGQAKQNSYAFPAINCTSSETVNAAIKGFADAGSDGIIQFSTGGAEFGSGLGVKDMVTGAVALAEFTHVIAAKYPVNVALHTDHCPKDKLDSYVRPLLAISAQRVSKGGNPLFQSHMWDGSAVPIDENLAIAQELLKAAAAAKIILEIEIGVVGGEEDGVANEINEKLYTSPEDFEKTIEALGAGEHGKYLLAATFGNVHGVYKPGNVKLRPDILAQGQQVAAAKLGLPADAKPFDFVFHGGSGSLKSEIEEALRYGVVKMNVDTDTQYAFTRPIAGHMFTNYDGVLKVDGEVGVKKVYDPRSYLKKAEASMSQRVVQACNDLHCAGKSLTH
The depositor's hits bear a star; u = inconclusive; x = not tested or not shown. Cut-off read from the data, not from the text of the source, unless noted: active = inhibition above about 30%; inconclusive = no clear call, values can overlap the other calls; inactive = below that.

SMILES	BoNT F protease	UGM FP inh	PfHsp40 yeast	BioA inh	BoNT-A LC inh2	Anthrax LF prot	GDH-TPI inh	FadD28 FP inh	Mtb FBA inh
CCN1CCN(c2cc(N3CCN(C(=O)c4ccco4)CC3)c3c4c(onc24)-c2ccccc2C3=O)CC1	-64	2.1	-1.1	-3.9	3.1	-18	9	1.3	-2
NC(=O)C1CCN(C(=O)C(Cc2ccccc2)NC(=O)c2ccccc2)CC1 (stereo unspecified)	-4	1.7	1.1	-0.1	-0.4	-13	5	-2.4	5
c1ccc(CN2CCC3CC2c2cc(N4CCCCC4)ccc23)cc1 (stereo unspecified)	2	x	x	-0.5	-0.3	-11	8	-0.4	3
COC(=O)[C@]1(C)N[C@H](CN(C)C(=O)Nc2ccc(OC)cc2)[C@@H]2C(=O)N(C)C(=O)[C@@H]21	-7	-2.8	-0.7	-1.0	-0.4	-11	0	0.7	0
O=C(COC(=O)/C=C/c1cccs1)Nc1nc(-c2ccccc2)cs1	-4	-0.1	0.3	x	-0.6	2	8	-1.3	-2
CN1CCN(S(=O)(=O)c2cccc(S(=O)(=O)c3cccc(S(=O)(=O)N4CCN(C)CC4)c3)c2)CC1	0	0.8	-0.7	4.7	-1.1	0	-10	-5.3	0
COC(=O)c1ccc(C(=O)OC)c(NC(=O)CN(c2ccc3c(c2)OCO3)S(C)(=O)=O)c1	-3	-3.5	0.6	2.6	-0.8	3	-6	-2.8	1
Cc1c(Cl)cccc1NC(=O)CSc1ccc(-c2cccnc2)nn1	-2	3.0	0.0	-0.8	-1.3	-2	9	-4.9	1
CC#CCNCc1ccccc1	-3	-2.0	-0.7	-4.8	0.0	-1	-3	-0.9	-2
COC(=O)C1=C(CCc2ccccc2)NC(=O)NC1c1ccc(Cl)cc1 (stereo unspecified)	-5	0.6	0.8	-1.4	0.2	7	-5	-4.8	0
CCn1c(SCC(=O)Nc2ccc3c(c2)n(C)c(=O)n3C)nnc1-c1ccncc1	-1	-1.1	3.1	2.1	1.6	-2	3	-0.8	-1
O=C(COC(=O)c1ccccc1NC(=O)c1ccco1)Nc1ccc2c(c1)OC(F)(F)O2	-1	0.7	-0.7	0.0	-0.4	-4	15	0.7	-1
Cc1cc(C)cc(NC(=S)N2CCC(c3nc4ccccc4s3)CC2)c1	-18	1.9	4.1	-1.7	-2.0	-1	-4	-3.8	-1
O=S(=O)(Nc1ccc2c(c1)OCCO2)c1cnc[nH]1	8	0.8	-1.0	-0.8	0.7	0	-1	-2.7	1
COc1ccc2c(c1)C(c1ccc(C)o1)=NNC(c1ccccc1)=N2	-5	3.2	1.8	x	-0.4	0	10	-0.3	2
CC(C)(C)OC(=O)[C@H](Cc1ccccc1)NC(=O)c1[nH]cnc1C(=O)Nc1ccc(Cl)cc1	-7	1.1	3.9	-0.8	-1.3	0	6	-5.1	-3
CC(=O)NC(Cc1ccc(F)cc1)C(=O)NC1CCN(C(=O)Nc2ccc(F)cc2)CC1 (stereo unspecified)	10	1.3	-0.3	2.3	1.1	-2	-1	-1.9	1
Cc1coc2c(C)c3oc(=O)c(CCC(=O)N4CCC(C(=O)NCCCC(=O)O)(c5ccccc5)CC4)c(C)c3cc12	-1	-0.4	-0.6	-0.5	-0.4	0	12	-1.2	23
O=C(O)CC(CC(=O)O)(C(=O)O)c1ccccc1	3	1.5	-0.8	x	-2.4	-1	19	0.0	-2
O=c1[nH]cc(N=Cc2cc(Cl)cc(Cl)c2O)c(=O)[nH]1	14	2.4	0.7	-2.8	-8.0	-1	16	-0.3	12
COc1ccc(C(CNc2ccc(S(C)(=O)=O)cc2[N+](=O)[O-])N(C)C)cc1OC (stereo unspecified)	24	-0.9	0.0	14	-1.2	9	7	-1.3	0
O=C(CC1Sc2ncnn2C1=O)Nc1ccc(Br)cc1 (stereo unspecified)	-9	6.0	0.7	-1.0	-1.0	-12	11	-2.5	5
CCCCC(=O)Nc1ccc(NC(=O)C(C)C)cn1	-31	-2.4	-0.9	-0.7	0.0	2	-1	-2.1	2
CNC(=S)NC1CC2CCCC(C1)N2Cc1ccco1 (stereo unspecified)	-2	-0.6	0.2	-2.1	-0.2	-1	-1	-0.6	-1
CCCCOC(=O)c1ccc(N=Nc2c(C)c(C#N)c(O)[nH]c2=O)cc1	-4	-5.7	-0.1	x	0.1	-1	1	0.3	-3
CCOC(=O)CNC(=O)c1sc2ncnc(N3CCc4ccccc4C3)c2c1C	11	3.8	-0.2	63*	6.7	5	30	-1.0	13
Cc1ccc(Cc2c(C)c(C#N)c3[nH]c4ccccc4n3c2=O)cc1	1	-0.6	u	0.8	-0.6	-3	-5	-1.5	48*
O=C(NCc1nnc(SCC(=O)N2CCCC2)o1)c1c(F)cccc1F	-6	-1.4	0.4	-0.6	-3.5	-2	-9	-3.9	-1
CCOC(=O)C1CCCN(C(=O)Cn2sc3nc(C)cc(C)c3c2=O)C1 (stereo unspecified)	4	2.1	-0.2	-1.3	2.9	-8	1	0.1	3
COc1ccc(-n2c(SCC(=O)Nc3ccccc3OC)nc(O)cc2=O)cc1	u	3.8	1.8	0.7	1.1	4	12	-1.5	3

3 entries from above, with each value named:
CCOC(=O)CNC(=O)c1sc2ncnc(N3CCc4ccccc4C3)c2c1C
  BoNT F protease = 11 | UGM FP inh = 3.8 | PfHsp40 yeast = -0.2 | BioA inh = 63* | BoNT-A LC inh2 = 6.7 | Anthrax LF prot = 5 | GDH-TPI inh = 30 | FadD28 FP inh = -1.0 | Mtb FBA inh = 13
Cc1ccc(Cc2c(C)c(C#N)c3[nH]c4ccccc4n3c2=O)cc1
  BoNT F protease = 1 | UGM FP inh = -0.6 | PfHsp40 yeast = u | BioA inh = 0.8 | BoNT-A LC inh2 = -0.6 | Anthrax LF prot = -3 | GDH-TPI inh = -5 | FadD28 FP inh = -1.5 | Mtb FBA inh = 48*
O=C(NCc1nnc(SCC(=O)N2CCCC2)o1)c1c(F)cccc1F
  BoNT F protease = -6 | UGM FP inh = -1.4 | PfHsp40 yeast = 0.4 | BioA inh = -0.6 | BoNT-A LC inh2 = -3.5 | Anthrax LF prot = -2 | GDH-TPI inh = -9 | FadD28 FP inh = -3.9 | Mtb FBA inh = -1

(more compounds)
SMILES	BoNT F protease	UGM FP inh	PfHsp40 yeast	BioA inh	BoNT-A LC inh2	Anthrax LF prot	GDH-TPI inh	FadD28 FP inh	Mtb FBA inh
COc1ccc(C2C(C(C)=O)=C(O)C(=O)N2Cc2ccccc2)c(OC)c1 (stereo unspecified)	-1	1.1	0.1	0.4	-2.0	12	5	-2.1	-1
O=C(/C=C/c1cccc(F)c1)N(c1ccccn1)C1CCCCC1	1	1.6	0.4	x	-0.7	-1	0	0.4	0
CCOC(=O)C1(CC2CCCCO2)CCN(Cc2ccc(OC)cc2F)CC1 (stereo unspecified)	0	-2.2	0.6	x	1.1	0	-3	-0.8	1
O=C(NCCc1ccc(C(F)(F)F)cc1)C1CC(=O)N(c2ccc3c(c2)OCCO3)C1 (stereo unspecified)	3	0.3	-0.7	-7.4	-0.2	-2	3	-1.6	5
Cc1ccc(OCC(=O)Nc2ccc(N3CCN(C(=O)c4ccco4)CC3)cc2)cc1C	2	1.1	-0.8	x	-0.2	-3	-2	-1.7	1
CC1CN(C2=N/C(=C/c3ccc4c(c3)OCO4)C(=O)N2)CC(C)O1 (stereo unspecified)	-1	-1.0	1.0	x	0.2	-1	10	-2.7	-5
CC(=O)Nc1ccc(S(=O)(=O)NCCC(=O)NCCCc2ccccc2)cc1	1	1.2	0.0	1.1	-0.2	0	-2	-2.1	0
Cn1c(C(=O)NCc2ccccn2)cc2c(=O)n(C)c3ccccc3c21	-6	-2.0	0.6	-2.1	-1.3	-2	11	0.2	15
C/C(=C\C(=O)c1sccc1Cl)N(C)C	-3	0.1	-0.8	x	-0.2	-7	9	-0.4	3
CCN(C1CCCCC1)S(=O)(=O)c1cc2c3c(c1)CCN3C(=O)CC2	x	-0.8	0.8	0.5	x	x	4	-1.8	6
CCC(=NCCO)c1c(O)n(C2CCCCC2)c(=O)[nH]c1=O	-4	-0.3	1.0	1.4	-0.4	2	-3	-5.2	0
O=C(CN(Cc1ccc(F)cc1)C(=O)c1csnn1)NCc1ccc2c(c1)OCO2	-4	-1.8	0.0	-2.8	1.2	3	3	-3.1	4
Cc1c(C(=O)OCC2CCCO2)[nH]c2c1C(=O)CC(c1ccco1)C2 (stereo unspecified)	1	2.0	1.2	-0.9	-0.4	-8	-3	0.3	4
Cc1cccc(OCc2n[nH]c(=S)n2-c2ccccc2)c1	-2	-0.5	-0.4	x	-0.1	0	4	0.3	2
COc1ccc(C(=O)Oc2cc(OC)cc(OC)c2C(C)=O)cc1	-5	-0.4	-1.2	-0.6	-0.5	1	1	-1.1	-4
CCOCCCn1c(SCC(=O)Nc2oc(C)c3c(C)n[nH]c(=O)c23)nnc1-c1ccncc1	-6	x	-0.5	0.4	-0.6	3	5	-3.5	0
Cn1cnc2c(ncn2C2OC(CO)C(O)C2O)c1=S (stereo unspecified)	-4	x	-1.2	-2.9	0.5	-14	10	-0.5	2
N/C(=N\OC(=O)c1cccs1)c1cccnc1	-6	2.6	-0.1	x	0.5	-14	-3	x	-4
CCN1CCN(c2cc(C)c3cc(NC(=S)N4CCCCC4)ccc3n2)CC1	-7	-0.7	0.0	0.4	0.7	-3	19	-1.9	17
NS(=O)(=O)c1cccc(NC(=O)COC(=O)c2cc(Cl)ccc2[N+](=O)[O-])c1	-6	8.3	-0.5	2.7	-1.4	-5	-7	-2.0	1
Cc1cc(C)nc(NNS(=O)(=O)c2ccc(Cl)cc2)n1	6	-0.1	-0.7	x	-0.1	-1	-1	0.2	3
C=CCOc1ccc(C2C3=C(CCCC3=O)N(CC(=O)O)C3=C2C(=O)CCC3)cc1OCC	14	-1.0	-2.2	-1.1	-4.2	-5	4	-12	2
CCOc1ccc(C(C)(N)C(=O)O)cc1 (stereo unspecified)	0	-3.4	1.9	-6.8	u	1	13	-0.8	0
CC(CCc1ccc(O)cc1)NC1c2ccccc2-c2ccccc21 (stereo unspecified)	u	0.0	-0.6	2.7	0.0	6	-1	-1.8	0
Nc1ccc2ccccc2c1C(=O)c1ccccc1	-6	x	0.5	0.1	-0.4	3	9	1.6	-2
CCc1cc(CNC(=O)CC2C(=O)NCCN2CC2CCCCC2)on1 (stereo unspecified)	-4	-3.4	-0.5	x	0.3	3	-1	-0.5	1
CCN(CC)C(=O)c1sc(NC(=O)c2ccc(C)c([N+](=O)[O-])c2)c(C#N)c1C	8	-0.1	0.5	-2.5	0.5	2	22	0.9	5
Cc1cc(OCC(=O)N2CCC(C(N)=O)CC2)c2c3c(c(=O)oc2c1)CCCC3	-4	1.5	1.0	0.6	0.1	-1	-2	-2.7	17
Cc1nnc(-c2ccc(Cl)cc2)[nH]c1=O	0	2.4	-1.2	x	-0.1	1	3	1.3	2
CCOc1ccc(OCCN(C)Cc2ccccc2)cc1	3	-1.6	-1.2	x	0.4	-8	-2	0.1	0
CN(c1ccc(C(=O)NCc2ccccc2)cc1)S(C)(=O)=O	-5	2.6	0.0	0.0	0.4	4	12	-1.3	1
CC1CN(C(=S)Nc2cccc(Cl)c2)CC(C)O1 (stereo unspecified)	1	-0.1	-0.8	-0.2	-0.8	0	-9	-3.8	3
CCOc1ccc(CN(C)C(=O)CCNC(=O)c2ccco2)cc1	8	-2.7	-0.2	-3.6	0.8	-5	-2	1.4	5
Cc1cc(C(C#N)c2cccc(Cl)c2)n2ncnc2n1 (stereo unspecified)	1	-0.2	-0.2	0.5	0.9	0	7	0.3	-3
O=C(COc1ccc(S(=O)(=O)NC2CCCCC2)cc1)NCC1CCCO1 (stereo unspecified)	-1	2.7	0.5	-0.7	0.1	-5	14	-3.6	-1
O=C(/C=C/c1cccc(Cl)c1Cl)OCC(=O)N1CCOCC1	4	x	-0.3	-0.3	0.4	2	5	-1.2	5
CC(=O)C1=C(C)OC(N)=C(C#N)C1c1ccco1 (stereo unspecified)	-3	0.5	-1.1	-3.1	-0.5	1	23	-0.4	5
Cc1ccc(S(=O)(=O)N2CCC(C(=O)OCC(=O)N(CC(C)C)C3CCS(=O)(=O)C3)CC2)cc1C (stereo unspecified)	x	-1.0	-0.8	-0.1	x	x	6	-0.4	-4

Source: PubChem BioAssay (several laboratories)
